Bioassay records (PubChem BioAssay)
SMARCA2 activ = increases SMARCA2 function in MMTV reporter cells; MG213 cells, MMTV-luciferase reporter, dexamethasone, overnight; activation, % at 9.1 µM; 370,000 compounds, 1% hits; AID 652017; in the data active means activation above about 7.8%;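 further: 0% = vehicle wells and 100% = reference activator wells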
ADAM10 inh = inhibits human ADAM10 | recombinant ADAM10, EDANS/DABCYL FRET peptide cleavage, 3 h | inhibition, % at 7 µM | 370,000 compounds, 0.62% hits | O14672 | AID 720582;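 active means inhibition above a per-campaign cutoff equal to the mean of compounds falling between control-based bounds plus 3 SD, cut at about 20% in these data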;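 further: 0% = DMSO wells while the 100% control is not disclosed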
Target sequence (O14672 214-748 limits assumed): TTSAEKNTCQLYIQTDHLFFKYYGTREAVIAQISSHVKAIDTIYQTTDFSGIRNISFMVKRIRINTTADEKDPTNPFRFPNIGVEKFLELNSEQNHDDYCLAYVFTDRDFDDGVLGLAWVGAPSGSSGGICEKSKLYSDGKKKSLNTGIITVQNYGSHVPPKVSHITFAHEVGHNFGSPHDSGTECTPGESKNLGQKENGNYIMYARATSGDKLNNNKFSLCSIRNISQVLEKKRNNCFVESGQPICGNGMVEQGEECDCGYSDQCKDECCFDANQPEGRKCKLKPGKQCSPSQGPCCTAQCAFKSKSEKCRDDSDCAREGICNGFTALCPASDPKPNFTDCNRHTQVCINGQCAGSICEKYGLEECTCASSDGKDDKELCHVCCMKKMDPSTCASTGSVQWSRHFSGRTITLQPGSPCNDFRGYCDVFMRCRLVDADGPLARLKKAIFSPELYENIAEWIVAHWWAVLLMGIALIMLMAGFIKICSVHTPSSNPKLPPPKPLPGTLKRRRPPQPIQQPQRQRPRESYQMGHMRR
HGIII-sPLA2 inh = Inhibits HGIII-sPLA2 liposome hydrolysis, primary screen; Q9NZ20; QFRET BODIPY PC-A2 liposome hydrolysis, fluorescence; inhibition, % at 12.2 µM; 370,000 compounds, 0.56% hits;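 active means inhibition above mean plus 3 SD of compounds lying within the high and low control bounds, cut at about 19% in these data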;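 further: 0% = median of test compound wells and 100% = no enzyme DMSO wells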
ssDAF12 agonist = activates DAF-12 receptor from parasite S. stercoralis. HEK293 ssDAF-12/GRIP1 lit1-tk-luc reporter, luminescence; % of 3 µM dafachronic acid response. 370,000 compounds, 1% hits. activation, % at 6.8 µM;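 active means activation above the mean over all tested compounds plus 3 SD, cut at about 0.9% in these data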;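 further: 0% = DMSO-only wells and 100% = 3 µM delta7-dafachronic acid wells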
GC-A act = GC-A (human) enzyme activation. AID 1671463. 370,000 compounds, 0.14% hits. HEK293 GC-A cells, cGMP TR-FRET, EC30 ANP; 0% at EC30 ANP, 100% saturating ANP. activation, % at 10 µM; in the data active means activation above about 40%
DAX1 inh-1 = blocks DAX1 repression of SF-1 activated StAR promoter; HEK293T StAR-luciferase reporter, SF-1/DAX-1 repression relief; inhibition, % at 6.8 µM; 370,000 compounds, 1.1% hits; AID 652010;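 active means inhibition above the mean over all tested compounds plus 3 SD, cut at about 3.6% in these data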;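 further: 0% = DAX-1 cells with DMSO and 100% = cells lacking DAX-1 with DMSO; higher inhibition means more luminescence from relief of DAX-1 repression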
DAX1 inh-2 = inhibitors of human orphan nuclear receptor DAX1 (NR0B1); HEK293 Gal4-DAX1 luciferase reporter, luminescence; inhibition, % at 6.75 µM; 340,000 compounds, 0.99% hits; AID 504766;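 active means inhibition above the mean over all tested compounds plus 3 SD, cut at about 4.2% in these data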;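 further: 0% = DAX1-transfected cells with DMSO and 100% = empty-vector control cells with DMSO; inhibition shows as a rise in luminescence from relieved DAX1 repression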
Target sequence (P51843 207-470 limits assumed): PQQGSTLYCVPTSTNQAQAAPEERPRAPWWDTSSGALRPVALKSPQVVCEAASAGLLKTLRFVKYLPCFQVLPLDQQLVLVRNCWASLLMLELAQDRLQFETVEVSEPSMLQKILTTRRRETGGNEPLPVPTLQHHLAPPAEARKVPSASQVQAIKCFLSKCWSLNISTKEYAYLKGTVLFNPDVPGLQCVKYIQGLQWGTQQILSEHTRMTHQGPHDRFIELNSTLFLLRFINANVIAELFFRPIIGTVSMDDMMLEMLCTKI
NPR2 activator = GC-B (human) receptor activation. P20594. HEK293-GC-B cells, CNP EC30, cGMP TR-FRET; 0% at EC30 CNP, 100% saturating CNP. activation, % at 10 µM. 370,000 compounds, 0.11% hits. AID 1920062;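 active means activation at 10 µM reaching about 35% in either raw or pattern-adjusted values, limit read from the data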
hcDAF-12 act = activates DAF-12 receptor from parasite H. contortus; 370,000 compounds, 1.4% hits; HEK293 hcDAF-12 lit1-tk-luc reporter, luminescence; 0% DMSO, 100% Δ7-dafachronic acid; activation, % at 6.8 µM; AID 652067;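 active means activation above the mean of all tested compounds plus 3 SD, cut at about 5.5% in these data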;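 further: 100% = response to 3 µM Δ7-dafachronic acid high control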
hgDAF12 agonist = activates the H. glycines DAF-12 receptor ligand-binding domain; activation, % at 6.8 µM; 370,000 compounds, 1.8% hits; HEK293 GAL4-hgDAF12 UAS-luciferase reporter, agonist luminescence; normalized to butyrate control; AID 687014;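 active means activation above a cutoff set at the mean of all screened compounds plus 3 SD, cut at about 10% in these data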;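 further: 0% = DMSO wells and 100% = sodium butyrate wells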
FXN GAA850 act = activators of GAA850 frataxin (FXN) promoter; HEK293 lucGAA850 FXN promoter luciferase reporter, 24 h; percent of 10 µM SAHA response; activation, % at 6 µM; 360,000 compounds, 0.56% hits; AID 540364;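 active means activation above the average of all compounds screened plus 3 SD, cutoff fixed separately per campaign, cut at about 7.5% in these data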;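 further: 0% = DMSO wells and 100% = 10 µM SAHA wells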
Starred values were filed as active, the others as inactive; i = inactive; . = not tested or not shown.

SMILES | SMARCA2 activ | ADAM10 inh | HGIII-sPLA2 inh | ssDAF12 agonist | GC-A act | DAX1 inh-1 | DAX1 inh-2 | NPR2 activator | hcDAF-12 act | hgDAF12 agonist | FXN GAA850 act
COC(=O)c1ccc(COc2ccccc2/C=N/NS(=O)(=O)c2ccc(C)cc2)cc1 | -6 | 2 | 6 | -1.5 | -6 | 0.9 | 2.6 | -2 | -0.9 | 1.6 | -0.4
O=C(Nc1cc(Cl)ccc1-n1cncn1)c1cncc(Br)c1 | -2 | 0 | 9 | 0.4 | -3 | -1.2 | 1.9 | -10 | 3.6 | 0.7 | -0.4
COCCNC(=O)C(C)OC(=O)c1nsc(Cl)c1Cl (stereo unspecified) | -4 | 2 | 3 | -1.8 | 0 | -0.2 | -1.7 | 1 | -1.5 | 0.5 | 0.8
CCN1CCN(CC(=O)c2c[nH]c3ccc(C)cc23)CC1 | 6 | -6 | 1 | -0.6 | -3 | -0.4 | -0.8 | 3 | 0.0 | 0.2 | -1.5
O=C(CN1CCN(c2ccccn2)CC1)Nc1ccc(OC(F)(F)F)cc1 | -3 | 3 | -4 | -0.9 | -5 | 0.0 | 0.2 | -1 | 0.9 | -0.1 | 0.4
CC(=O)Nc1cc(-c2nn(C)c(=O)c3ccccc23)ccc1N1CCOCC1 | -3 | -4 | 2 | -0.8 | 4 | -0.1 | 1.0 | -1 | -2.6 | -1.4 | 1.1
COc1ccc(C(=O)c2ccc(-c3ccc(OC)cc3)nc2)cc1 | -2 | -3 | -3 | -1.1 | -3 | 0.1 | -0.6 | -5 | 1.0 | -1.0 | -0.6
COc1ccc(Cc2nnc(SCC(=O)Nc3cc(Cl)ccc3C)[nH]c2=O)cc1 | -3 | -10 | -3 | -0.8 | 0 | -0.1 | 1.4 | -1 | -1.5 | 8.7 | -0.4
CCCCN1C(=O)C(CC(=O)NC2CCCC2)CC(C(=O)N(CC)CC)=C1C (stereo unspecified) | -2 | -5 | 16 | -1.2 | -2 | -0.8 | 1.1 | -5 | -1.2 | -2.7 | 0.0
Cc1cc(N2CCN(Cc3ccc4c(c3)OCO4)CC2)n2nc(C)nc2n1 | -6 | -2 | 13 | -1.4 | -1 | -0.2 | . | -6 | -2.7 | -1.3 | .
CCOC(=O)c1c(C)[nH]c(C(=O)N2CCN(CC)CC2)c1C | -3 | -7 | 0 | -1.0 | -5 | -0.1 | 0.1 | -1 | 0.0 | 0.6 | 4.7
CC1Oc2ccccc2N(CC(=O)NCc2ccccc2)C1=O (stereo unspecified) | 4 | 4 | 2 | -0.8 | 1 | 0.9 | -0.8 | 0 | 1.3 | 7.5 | 2.9
O=C(C1CCCN(c2ncnc3c2nc2n3CCCCC2)C1)N1CCN(c2cccc(Cl)c2)CC1 (stereo unspecified) | -1 | -4 | -10 | -2.0 | -13 | -0.9 | -2.3 | -3 | -3.2 | -1.0 | 1.0
Cc1cc(N2C(=O)C3CC=CC(C)C3C2=O)no1 (stereo unspecified) | 5 | 9 | 3 | -0.9 | -4 | -0.1 | 0.7 | 3 | -1.7 | 0.4 | 2.1
COC(=O)NC(=S)Nc1ccc(Oc2ccc(Cl)cc2Cl)c(Cl)c1 | -2 | 10 | 1 | -1.6 | 1 | -0.7 | -0.4 | -8 | -1.5 | 0.0 | -1.1
O=[N+]([O-])c1ccc(O)c(C=NN2CCCCC2)c1 | 0 | -6 | -5 | -1.4 | 4 | -0.6 | 1.3 | 2 | -1.1 | 1.0 | 1.4
CCCCCCCCNCCS(=O)(=O)NCc1ccccc1 | -2 | -6 | -5 | -0.9 | -1 | -0.1 | -1.3 | 0 | -0.7 | 0.7 | 0.6
Cc1ccc(NC(=O)c2sc3nc(C)nc(N4CCN(c5ccccn5)CC4)c3c2C)c(C)c1 | 0 | 9 | -6 | -1.5 | 1 | -0.4 | -0.4 | 5 | -3.2 | -1.9 | 2.5
FC(F)(F)c1ccc(-c2csc(-c3ccno3)n2)cc1 | 6 | 8 | 0 | -0.3 | 0 | 0.1 | 0.1 | -6 | 1.3 | 1.6 | 1.3
CSc1ccc(-c2nc(CSCC(=O)NCCCN3CCOCC3)c(C)o2)cc1 | -9 | -21 | 4 | -1.2 | -4 | -0.5 | -1.6 | 2 | -1.8 | -1.5 | -1.0
CS(=O)(=O)c1ccc(C(=O)NCC2(N3CCCCC3)CCCCC2)cc1 | 1 | 3 | 1 | -0.4 | -3 | 2.7 | 1.9 | -6 | 0.1 | 0.9 | 0.4
CCOC(=O)N1CCN(CC(O)COc2c(C)cccc2C)CC1 (stereo unspecified) | -2 | -9 | 1 | -1.6 | 0 | -0.6 | 1.5 | 2 | -1.0 | -1.4 | -0.4
COc1cccc(CCC(=O)Nc2cc3c(cc2C(=O)O)OCCCO3)c1OC | -1 | -20 | 5 | 0.5 | 1 | -0.2 | -0.1 | -1 | -1.6 | 0.5 | -0.4
O=C(c1ccco1)N1CCN(C23CC4CC(CC(C4)C2)C3)CC1 | -1 | -6 | 3 | -1.3 | 2 | 0.8 | 1.2 | 0 | -0.8 | -1.1 | 1.0
O=C(CSc1ccc2c(c1)OCCO2)Nc1cccnc1Cl | -3 | -5 | 1 | -1.3 | 4 | -0.8 | -0.6 | 2 | -0.5 | -0.3 | 1.0
COc1ccc(NC(=O)C(=O)c2cn(CC(=O)N3CCCC3)c3ccccc23)cc1 | 0 | 1 | -5 | -0.1 | -7 | 3.2 | 0.0 | -2 | 0.9 | -4.6 | -0.1
Cc1nc(N2CCC3(CC2)OCCO3)c2nnn(Cc3ccccc3F)c2n1 | -1 | -10 | -3 | -1.0 | 6 | -0.9 | -0.4 | 10 | -1.9 | 1.9 | 4.8
CCOC(=O)CSc1n[nH]c(NC(=O)c2ccccc2)n1 | -2 | 4 | 9 | -1.6 | 4 | 0.9 | -0.3 | 8 | 0.7 | 3.6 | -1.3
CC(C)CCC(C)N=Cc1c(O)n(Cc2ccccc2)c(=O)c2ccccc12 (stereo unspecified) | -1 | -12 | -6 | -0.8 | 0 | -0.7 | 2.1 | 9 | -1.9 | 1.1 | 3.0
O=[N+]([O-])c1ccc(N=Cc2ccc(Br)c([N+](=O)[O-])c2)cc1 | 0 | -2 | 10 | -0.7 | 4 | 0.3 | 3.3 | -3 | 0.4 | -2.1 | -0.3
COc1ccccc1CCn1cnc(-c2cccc(Cl)c2)c1CC(C)C | -8 | -1 | 4 | -0.7 | -10 | -2.0 | . | -18 | -2.3 | -1.5 | .
COCCn1cnnc1SCC(=O)Nc1cc(OC)c([N+](=O)[O-])cc1C | -2 | 1 | -2 | -0.8 | 2 | 0.3 | -1.2 | 5 | -1.0 | 0.3 | -0.2
Cc1ccc2oc(=O)c3cc(C(=O)NCCCN4CC(C)CC(C)C4)sc3c2c1 (stereo unspecified) | 4 | -81 | -8 | -1.6 | -1 | 2.0 | 0.0 | -3 | -0.6 | 2.0 | 2.0
COc1cc(C2=NOC(C(=O)NCc3ccc(F)cc3)C2)cc(OC)c1OC (stereo unspecified) | -1 | -2 | -1 | -1.4 | -3 | 2.5 | 1.4 | -5 | -0.6 | -5.1 | 0.8
O=C(O)C1CCN(S(=O)(=O)c2cccc3cccnc23)CC1 | -1 | -3 | 7 | -1.0 | -3 | -0.3 | 0.6 | 4 | -0.7 | -2.3 | -1.1
C=CCn1c(=NC(=O)c2ccco2)sc2cc(C(=O)OC)ccc21 | -2 | -46 | 11 | -0.5 | 9 | -0.7 | -0.8 | 16 | -2.3 | -0.8 | 5.6
Clc1ccc(C[n+]2cc(-c3ccccc3)n3c2CCC3)cc1Cl | -7 | -19 | 18 | -1.1 | 0 | -1.2 | 1.2 | 8 | 0.4 | 0.2 | 1.6
O=C1CCCC2=C1C(c1ccncc1)n1c(nc3ccccc31)N2 (stereo unspecified) | 0 | i | 5 | -1.4 | -1 | 0.3 | 1.6 | -3 | 0.3 | 4.1 | 0.8
Cc1ccccc1C(=O)c1cccn1CC(=O)NC(C)c1ccc2c(c1)OCCO2 (stereo unspecified) | -1 | -3 | -4 | -1.7 | -7 | -0.4 | -1.9 | -3 | -1.3 | -0.8 | -0.7
CN1CCC(N(C)C(=O)c2ccc(Cl)c(S(=O)(=O)N3CCOCC3)c2)CC1 | -2 | -2 | 1 | -0.9 | 6 | 0.8 | 0.2 | 0 | 0.7 | 0.1 | -1.5
O=C(Cc1cccs1)N=Nc1c(O)[nH]c2ccc(Br)cc12 | -1 | -1 | -53 | -2.3 | 30 | -0.2 | -0.1 | 32 | -1.6 | 1.9 | 0.9
O=C(CSc1ccccn1)Nc1ccc2c(c1)OCO2 | 2 | 0 | -4 | -1.5 | 0 | -0.7 | . | -4 | 2.6 | 8.2 | 0.6
O=S(=O)(c1ccc2c(c1)OCCO2)N1CCNCC1 | -1 | -9 | 2 | -0.6 | 0 | 0.2 | 1.2 | 7 | 2.0 | -1.4 | 2.5
O=C(c1ccc(F)cc1Cl)N1CCN(CCc2ccccc2)CC1 | 0 | 3 | -3 | -0.8 | 0 | -0.2 | -0.2 | 1 | -2.7 | 0.0 | -1.5
COc1ccc2[nH]c(=O)c(CN(C(=O)c3cccnc3)c3ccc(C)c(C)c3)cc2c1 | -3 | -183 | -3 | -1.5 | 23 | -1.0 | -1.4 | -6 | -2.4 | -3.1 | -3.2
C=CCn1c(=N)n(CC(=O)c2ccccc2)c2ccccc21 | 0 | 3 | -3 | -0.8 | -6 | -0.2 | 0.6 | 2 | -2.6 | -1.2 | -1.0
COc1cccc(CNC(=O)CN2C(=O)COc3ccc(S(=O)(=O)N4CCCC4)cc32)c1 | -1 | -11 | 10 | -1.1 | -4 | -3.0 | -0.1 | 3 | -1.6 | -2.6 | -1.4
COc1ccc(-c2csc(NC(=S)NC(=O)/C=C/c3ccco3)n2)cc1Br | 2 | -2 | 4 | -2.1 | -7 | -0.1 | . | -7 | -3.0 | 2.2 | -0.7
O=C1c2ccccc2C(=O)N1CCCn1c(=O)oc2ccccc21 | 1 | 1 | 2 | -0.3 | -6 | 0.7 | 0.2 | -5 | 1.6 | 0.3 | 2.9
Cc1ccccc1C(=O)Nc1ccc(S(=O)(=O)N2CCCC2)cc1 | -3 | -1 | -8 | -0.9 | 1 | 0.0 | -2.1 | 2 | -2.4 | -2.9 | 1.5
O=C(NCc1ccc(F)cc1)NC(=O)c1ccc(Cl)cc1 | -2 | -2 | -5 | -0.7 | 0 | -0.5 | 0.6 | -1 | -0.2 | 0.2 | 2.5
CCc1ccc(C(=O)COC(=O)C2CCN(c3ccc(C(F)(F)F)cn3)CC2)cc1 | 1 | -6 | 6 | -0.1 | 1 | 0.6 | 0.2 | -4 | 0.7 | -1.1 | 0.4
